IDH1 R132H inh: IDH1 R132H (human) inhibition; IDH1 R132H reductase, diaphorase/resazurin fluorescence, 60 min; inhibition, % at 10 µM; 70,000 tested, 0.18% active; AID 624101; in the data active = inhibition above about 34%;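 also: 0% = DMSO and 100% = no enzyme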
Target sequence (O75874 whole entry R132H): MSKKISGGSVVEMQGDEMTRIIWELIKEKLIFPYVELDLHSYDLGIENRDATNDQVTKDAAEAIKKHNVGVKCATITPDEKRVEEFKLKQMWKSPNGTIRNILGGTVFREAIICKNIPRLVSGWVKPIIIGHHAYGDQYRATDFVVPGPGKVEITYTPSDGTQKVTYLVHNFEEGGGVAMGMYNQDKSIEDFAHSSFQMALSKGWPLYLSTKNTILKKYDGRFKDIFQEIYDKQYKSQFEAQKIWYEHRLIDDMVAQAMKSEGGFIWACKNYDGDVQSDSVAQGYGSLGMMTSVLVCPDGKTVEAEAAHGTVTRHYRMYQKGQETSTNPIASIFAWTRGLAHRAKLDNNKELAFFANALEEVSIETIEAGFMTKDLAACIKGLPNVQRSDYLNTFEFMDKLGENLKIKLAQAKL
EZH2 inh: blocks human EZH2/PRC2 H3K27 methylation. 57,000 tested, 0.35% active. inhibition, % at 12.5 µM. DELFIA TRF, 1 h;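 active = mean inhibition of replicates at least 50% and every single replicate also reaching 50%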;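 also: dimethyl H3K27 on biotinylated H3 21-44 peptide detected by antibody; plate controls were median neutral control wells for no effect and median positive control wells for full effect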
Starred values were filed as active, the others as inactive; · = no result given; & = joins results of further samples. Not all compounds are listed. The share of hits here may be higher or lower than overall.

SMILES	IDH1 R132H inh	EZH2 inh
CC(C)C(=O)Nc1nc(OC(=O)N(c2ccccc2)c2ccccc2)c2[nH]cnc2n1	-1.1	-7
CN(C)CCCCCCNC(=O)[C@@H]1C[C@@H]2C(=O)N3CCC[C@H]3C(=O)N2[C@@H]1c1ccc(O)cc1	0.3	7
COc1ccc(OC)c(C(O)c2coc3ccc(O)c(CN(C)C)c23)c1 (stereo not given)	0.2	-6
COc1ccc(S(=O)(=O)Nc2ccc3c(c2)CC(=O)N([C@H](C)CO)C[C@@H](C)[C@H](CN(C)S(=O)(=O)c2ccc(Cl)cc2)O3)cc1	0.1	·
Cc1ccc(S(=O)(=O)N(C)C[C@@H]2Oc3ccc(NC(=O)C4CC4)cc3CC(=O)N([C@@H](C)CO)C[C@H]2C)cc1	-1.5	-5
O=S(=O)(N[C@H]1CC[C@@H](CCn2cc(Cc3ccccc3)nn2)O[C@@H]1CO)c1ccccc1F	0.2	11
C[C@H](CO)N1C[C@H](C)[C@H](CN(C)S(=O)(=O)c2cccs2)Oc2ccc(NC(=O)CCN3CCOCC3)cc2C1=O	-4.7	·
C[C@H](CO)N1C[C@H](C)[C@H](CN(C)Cc2ccccc2F)Oc2cc(C#CCN(C)C)ccc2S1(=O)=O	-1.9	-7
CNC[C@@H]1OCCCC[C@@H](C)Oc2ccc(NC(=O)NC(C)C)cc2C(=O)N([C@H](C)CO)C[C@@H]1C	6.2	-4
C[C@H](CO)N1C[C@H](C)[C@@H](CN(C)Cc2ccc3c(c2)OCO3)OCCCC[C@H](C)Oc2ccc(NC(=O)Cc3ccccc3)cc2C1=O	-5.2	·
C[C@H]1CCCCO[C@H](CN(C)S(=O)(=O)c2ccc(Cl)cc2)[C@@H](C)CN([C@@H](C)CO)C(=O)c2cc(NC(=O)c3ccncc3)ccc2O1	3.1	·
O=C(Cc1ccccn1)N[C@@H]1CC[C@@H](CCn2cc(-c3cccnc3)nn2)O[C@H]1CO	-0.3	32
CCCNC(=O)N(C)C[C@@H]1Oc2ncc(C#Cc3ccncc3)cc2C(=O)N([C@H](C)CO)C[C@@H]1C	6.6	2
C[C@@H]1CN([C@H](C)CO)C(=O)c2cc(-c3ccccc3)cnc2O[C@@H]1CN(C)Cc1ccccn1	-3.0	31
Cc1ccc(S(=O)(=O)Nc2ccc3c(c2)C(=O)N([C@H](C)CO)C[C@H](C)[C@@H](CN(C)C(=O)Nc2cccc4ccccc24)OCCCC[C@@H](C)O3)cc1	0.4	·
C[C@@H]1CN([C@@H](C)CO)C(=O)CCCn2nncc2CO[C@@H]1CN(C)S(=O)(=O)c1ccc(F)cc1	2.5	-1
O=C(CCc1nc(-c2ccccc2)no1)Nc1ccccc1Cl	-0.2	15
CC(C)NC(=O)Nc1ccc2c(c1)CC(=O)N([C@@H](C)CO)C[C@@H](C)[C@@H](CN(C)C(=O)Nc1cccc3ccccc13)O2	·	0
CCC(C)S(=O)(=O)c1oc(-c2ccc(C)cc2)nc1S(=O)(=O)c1ccccc1 (stereo not given)	-0.2	-3
C[C@@H]1CN([C@@H](C)CO)C(=O)c2cc(C3=CCCCC3)cnc2O[C@H]1CN(C)C(=O)Cc1ccccc1	0.5	·
CCOc1ccccc1CNc1nc2nc3c(c(=O)n2[nH]1)CCC3	0.7	-8
C[C@@H]1CN([C@@H](C)CO)C(=O)c2cc(NC(=O)CCC(F)(F)F)ccc2O[C@@H](C)CCCCO[C@H]1CN(C)C(=O)Nc1ccc(C(F)(F)F)cc1	-0.3	·
C[C@H]1CN([C@@H](C)CO)C(=O)c2cc(NC(=O)Cc3cn(C)c4ccccc34)ccc2O[C@H]1CN(C)S(=O)(=O)c1cccs1	0.3	·
COc1ccc(NC(=O)N[C@H]2CC[C@@H](CC(=O)NC3CCCCC3)O[C@@H]2CO)cc1	-0.3	-2
O=C(C[C@H]1C[C@H]2c3cc(NC(=O)CC4CC4)ccc3O[C@H]2[C@@H](CO)O1)NCc1cccc(F)c1	0.9	-7

Reprinted from the part before: two entries, followed by the next part.
SMILES	IDH1 R132H inh	EZH2 inh
COc1ccc(NC(=O)N[C@H]2CC[C@@H](CC(=O)NC3CCCCC3)O[C@@H]2CO)cc1	-0.3	-2
O=C(C[C@H]1C[C@H]2c3cc(NC(=O)CC4CC4)ccc3O[C@H]2[C@@H](CO)O1)NCc1cccc(F)c1	0.9	-7
O=C(Cc1ccccc1)Nc1nc2ccc(Cl)cc2c2nc(-c3ccco3)nn12	-0.1	-4
C[C@@H]1CN([C@@H](C)CO)S(=O)(=O)c2ccc(C#Cc3ccc(F)cc3)cc2O[C@H]1CN(C)C(=O)c1ccccn1	-0.5	-1
COc1cc(C(=O)NCC(=O)O)cc(OC)c1OC	0.7	2
COCCNC(=O)C[C@@H]1C[C@@H]2c3cc(NC(=O)Nc4ccc(OC)cc4)ccc3O[C@@H]2[C@H](CO)O1	0.0	5
CO[C@H]1CN(C)C(=O)c2ccc(NC(C)=O)cc2OC[C@@H](C)N(C(=O)C2CCCCC2)C[C@@H]1C	0.2	-2
C/C(=C\CCC1(C)C2CCC(C2)C1(C)O)C(=O)O (stereo not given)	0.1	-1
C[C@@H]1CN([C@@H](C)CO)S(=O)(=O)c2ccc(C#Cc3ccc(F)cc3)cc2O[C@@H]1CN(C)S(C)(=O)=O	5.3	-7
Cc1ccccc1S(=O)(=O)NCC[C@H]1CC[C@@H](NC(=O)C2CCC2)[C@H](CO)O1	-0.3	3
CC1(C)CC(=O)c2cc(C(=O)NCc3ccco3)c(=O)n(-c3ccc(Cl)cc3)c2C1	-0.5	·
CN(C)CCCOc1ccc(/C=N/NC(=O)c2cccc(C(=O)NO)c2)cc1	-1.0	19
C[C@H](NC(=O)C[C@@H]1C=C[C@H](NC(=O)C2CC2)[C@@H](CO)O1)c1ccccc1	0.1	-2
C[C@@H]1CCCCO[C@@H](CN(C)C(=O)Nc2ccc(C(F)(F)F)cc2)[C@@H](C)CN([C@H](C)CO)C(=O)c2cc(NC(=O)C3CCCCC3)ccc2O1	1.8	·
CO[C@H]1CN(C)C(=O)c2cc(NS(C)(=O)=O)ccc2OC[C@H](C)N(Cc2cncnc2)C[C@H]1C	0.1	3
CN1CCN(C(=O)CN(c2cccc3ccccc23)S(C)(=O)=O)CC1	0.1	1
COc1ccccc1-c1ccc2c(c1)O[C@@H](CN(C)C(C)=O)[C@H](C)CN([C@H](C)CO)S2(=O)=O	-5.0	0
C[C@H](CO)N1C[C@H](C)[C@@H](CN(C)Cc2cncnc2)Oc2ncc(-c3cccc(C#N)c3)cc2C1=O	-0.1	·
C[C@H](CO)N1C[C@H](C)[C@H](CN(C)Cc2ccc(C(=O)Nc3ccccc3N)cc2)Oc2c(NC(=O)c3cnccn3)cccc2C1=O	-0.3	10
C/C=C/c1ccc2c(c1)O[C@@H](CN(C)C(=O)Nc1cccc(F)c1)[C@@H](C)CN([C@@H](C)CO)S2(=O)=O	-4.0	-2
CCCNC(=O)N1C[C@@H](C)[C@H](OC)CN(C)C(=O)c2cc(NC(=O)CCC)ccc2OC[C@@H]1C	0.0	4
O=C(NCCCn1ccnc1)c1cc2c(s1)CCCC2	4.8	0
O=C(CSc1nc2ccc(NC(=O)c3ccccc3Br)cc2s1)Nc1ccccc1	-0.3	7
C[C@@H]1CN([C@H](C)CO)C(=O)c2cc(C#CC3CC3)cnc2O[C@@H]1CN(C)Cc1cccc(C(=O)O)c1	-0.2	11
COc1ccc(Cl)cc1NC(=O)CSc1nnc(-c2ccc(Cl)c(Cl)c2)n1C	0.4	18
C[C@@H]1CN([C@H](C)CO)S(=O)(=O)c2ccc(C#CC3(O)CCCC3)cc2O[C@@H]1CN(C)C(=O)Nc1ccccc1	-0.4	·
Brc1ccc2nc(N3CCCCCC3)nc(NC3CCN(Cc4ccccc4)CC3)c2c1	-0.2	-24

New compounds follow:
SMILES	IDH1 R132H inh	EZH2 inh
C[C@H]1CCCCO[C@@H](CN(C)C(=O)Nc2ccccc2)[C@@H](C)CN([C@@H](C)CO)C(=O)c2cc(NS(C)(=O)=O)ccc2O1	-0.7	·
COc1ccc(NC(=O)N(C)C[C@H]2OCCCC[C@H](C)Oc3ccc(NC(=O)Nc4c(C)noc4C)cc3C(=O)N([C@H](C)CO)C[C@@H]2C)cc1	-0.4	·
C[C@H](CO)N1C[C@H](C)[C@H](CN(C)Cc2cccc(F)c2)Oc2ncc(Br)cc2C1=O	-2.1	-4&3
C[C@H](CO)N1C[C@H](C)[C@H](CN(C)C(=O)Nc2ccc(C(F)(F)F)cc2)OCCCC[C@H](C)Oc2ccc(NC(=O)Nc3ccccc3)cc2C1=O	0.0	·
CC(C)NC(=O)Nc1ccc2c(c1)C(=O)N([C@@H](C)CO)C[C@@H](C)[C@H](CN(C)C)O2	-1.2	-8
O=C(COc1ccccc1)Nc1ccc(Cl)cc1C(=O)O	-0.2	12
CCCN(C)C[C@H]1Oc2cc(-c3ccccc3F)ccc2S(=O)(=O)N([C@@H](C)CO)C[C@H]1C	0.0	-6
C[C@@H]1CN([C@H](C)CO)C(=O)c2cc(NC(=O)Nc3ccc(F)cc3)ccc2O[C@@H](C)CCCCO[C@@H]1CN(C)Cc1ccc(C(=O)O)cc1	-2.2	·
C[C@@H]1CN([C@@H](C)CO)C(=O)c2cc(NC(=O)Nc3ccccc3)ccc2O[C@@H](C)CCCCO[C@H]1CN(C)Cc1ccncc1	2.6	-19
CN(C)CC(=O)N[C@@H]1CC[C@H](CCn2cc(CN(C)C)nn2)O[C@@H]1CO	0.1	7
C[C@@H]1CN([C@H](C)CO)C(=O)c2cccc(NC(=O)Nc3ccccc3)c2O[C@@H]1CN(C)Cc1ccc(-c2ccccc2)cc1	0.3	·
CO[C@H]1CN(C)C(=O)c2cc(NC(=O)C3CC3)ccc2OC[C@H](C)N(Cc2ccccc2)C[C@@H]1C	-0.1	-2
COc1ccc(S(=O)(=O)n2nc(C)cc2C)cc1N(C)S(=O)(=O)c1ccccc1	0.7	7
Cc1noc(C)c1NC(=O)N(C)C[C@H]1Oc2c(NC(=O)c3cnccn3)cccc2C(=O)N([C@@H](C)CO)C[C@H]1C	-0.8	·
CC(C)NC(=O)N(C)C[C@@H]1OCCCC[C@@H](C)Oc2ccc(NS(=O)(=O)c3ccc(F)cc3)cc2C(=O)N([C@H](C)CO)C[C@@H]1C	0.5	·
O=C(N[C@@H]1C=C[C@H](CC(=O)N2CCc3ccccc3C2)O[C@H]1CO)C1CCC1	-0.5	-6
O=C(CCCCCC(=O)Nc1ccccc1O)N/N=C/c1cccnc1	-0.2	13
O=C(C[C@H]1CC[C@@H](NC(=O)Nc2ccc(F)cc2)[C@@H](CO)O1)NCc1ccccn1	-0.1	4
Cc1noc(C)c1NC(=O)N[C@@H]1CC[C@H](CCNC(=O)C2CCCC2)O[C@@H]1CO	0.1	-4
CCn1c(SCc2nc3ccccc3c(=O)[nH]2)nnc1-c1ccccc1C	1.0	·
C[C@H](CO)N1C[C@H](C)[C@H](CN(C)C(=O)Nc2ccc(F)cc2)Oc2ccc(NC(=O)NC3CCCCC3)cc2CC1=O	0.7	·
C[C@@H]1CN([C@H](C)CO)C(=O)c2cc(C#Cc3ccncc3)cnc2O[C@H]1CN(C)CC1CCCC1	1.2	·
C[C@H]1CCCCO[C@H](CN(C)Cc2ccc(C(=O)O)cc2)[C@@H](C)CN([C@@H](C)CO)C(=O)c2cc(NC(=O)c3ccncc3)ccc2O1	2.4	·
COc1cccc(CNC(=O)c2cc3c(c(-c4cccc(-c5cccc(C#N)c5)c4)n2)[C@H](CCO)N([S@@](=O)C(C)(C)C)C3)c1	-0.3	-12
C[C@@H]1CN([C@H](C)CO)C(=O)c2cccc(NC(=O)C3CCCCC3)c2O[C@H]1CN(C)S(=O)(=O)c1ccc(Cl)cc1	·	-7

As a working copy, some entries already given.
SMILES	IDH1 R132H inh	EZH2 inh
C[C@H]1CCCCO[C@@H](CN(C)C(=O)Nc2ccccc2)[C@@H](C)CN([C@@H](C)CO)C(=O)c2cc(NS(C)(=O)=O)ccc2O1	-0.7	·
COc1ccc(NC(=O)N(C)C[C@H]2OCCCC[C@H](C)Oc3ccc(NC(=O)Nc4c(C)noc4C)cc3C(=O)N([C@H](C)CO)C[C@@H]2C)cc1	-0.4	·
C[C@H](CO)N1C[C@H](C)[C@H](CN(C)Cc2cccc(F)c2)Oc2ncc(Br)cc2C1=O	-2.1	-4&3
C[C@H](CO)N1C[C@H](C)[C@H](CN(C)C(=O)Nc2ccc(C(F)(F)F)cc2)OCCCC[C@H](C)Oc2ccc(NC(=O)Nc3ccccc3)cc2C1=O	0.0	·
CC(C)NC(=O)Nc1ccc2c(c1)C(=O)N([C@@H](C)CO)C[C@@H](C)[C@H](CN(C)C)O2	-1.2	-8
O=C(COc1ccccc1)Nc1ccc(Cl)cc1C(=O)O	-0.2	12
CCCN(C)C[C@H]1Oc2cc(-c3ccccc3F)ccc2S(=O)(=O)N([C@@H](C)CO)C[C@H]1C	0.0	-6

Carrying on:
SMILES	IDH1 R132H inh	EZH2 inh
C[C@@H]1O[C@@H](O[C@H]2[C@@H]3C=CO[C@@H](O[C@@H]4O[C@H](CO)[C@@H](O)[C@H](O)[C@H]4O)[C@@H]3[C@@]3(CO)O[C@@H]23)[C@H](O)[C@H](OC(=O)/C=C/c2ccccc2)[C@H]1O	0.0	·
CN1CCN(C(=O)C[C@H]2C=C[C@@H](NS(=O)(=O)c3cccc(F)c3)[C@H](CO)O2)CC1	0.2	12
CC(C)CC#Cc1cnc2c(c1)C(=O)N([C@@H](C)CO)C[C@H](C)[C@@H](CN(C)C(=O)c1ccc(F)cc1)O2	-0.2	-10
COc1cccc(-c2cc(C(=O)Nc3ccc(S(=O)(=O)NC(C)=O)cc3)c3ccccc3n2)c1	-0.5	5
C[C@H](CO)N1C[C@H](C)[C@H](CN(C)C(=O)C2CC2)Oc2cc(-c3ccc(C(=O)N(C)C)cc3)ccc2S1(=O)=O	·	5
C[C@@H]1CN([C@@H](C)CO)S(=O)(=O)c2ccc(C#CC3(O)CCCC3)cc2O[C@@H]1CN(C)C(=O)c1ccncc1	0.0	·
CC(C)NC(=O)N(C)C[C@@H]1Oc2ncc(-c3ccc(C(=O)N(C)C)cc3)cc2C(=O)N([C@H](C)CO)C[C@H]1C	0.0	-3

Screening results deposited in PubChem BioAssay by Broad Institute.
